Bioassay records (PubChem)
CHRM5 antagonist: antagonists of human muscarinic M5 receptor (CHRM5); CHO-hM5 cells, Fluo-8 calcium fluorescence, ACh EC80; inhibition, % at 3 µM; hit rate 0.59% among 360,000; AID 624040;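 active = inhibition above a per-plate cutoff, the mean of that plate's test compounds plus 3 SD, cut at about 27% in these data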;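 note: 0% = acetylcholine EC80 with DMSO and 100% = DMSO without agonist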
Target sequence (P08912 whole entry, looked up): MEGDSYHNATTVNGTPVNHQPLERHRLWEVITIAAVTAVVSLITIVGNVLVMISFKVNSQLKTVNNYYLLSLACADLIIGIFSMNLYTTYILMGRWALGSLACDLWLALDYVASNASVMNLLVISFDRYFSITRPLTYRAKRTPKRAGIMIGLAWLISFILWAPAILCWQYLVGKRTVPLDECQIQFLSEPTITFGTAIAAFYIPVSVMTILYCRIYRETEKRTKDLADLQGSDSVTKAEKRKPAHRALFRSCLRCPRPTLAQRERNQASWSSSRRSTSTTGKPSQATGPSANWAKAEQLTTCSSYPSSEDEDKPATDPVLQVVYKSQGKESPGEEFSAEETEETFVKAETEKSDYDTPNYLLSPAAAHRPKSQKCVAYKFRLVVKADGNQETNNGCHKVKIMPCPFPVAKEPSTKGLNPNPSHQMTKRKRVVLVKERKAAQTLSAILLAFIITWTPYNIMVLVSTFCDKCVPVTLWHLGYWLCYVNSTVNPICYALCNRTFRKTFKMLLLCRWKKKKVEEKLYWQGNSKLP
M5 ag: CHRM5 agonism in calcium assay; CHO-K1 hM5 cells, Fluo-8 calcium fluorescence; 0% DMSO wells, 100% maximal acetylcholine response; activation, % at 3 µM; hit rate 0.19% among 360,000; AID 624037;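 active = activation above the run's mean over test compounds plus 3 SD, cut at about 23% in these data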;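 note: signal is peak over basal fluorescence ratio across the kinetic read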
IDE inh: cellular human IDE inhibition; P14735; HEK cells, FAbetaB cleavage, fluorescence polarization; inhibition, % at 5.59 µM; hit rate 0.41% among 320,000; AID 434962;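 active = percent inhibition above the average of all tested compounds plus 3 SD, set per screening campaign, cut at about 16% in these data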;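 note: IDE supplied by intact live HEK cells; FP after avidin binding of uncleaved biotin substrate so inhibition keeps polarization high; 0% = DMSO wells and 100% = 60 µM reference IDE inhibitor Ii1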
CHRM4 antagonist: CHRM4 antagonism in calcium assay. inhibition, % at 3 µM. P08173. AID 624125. CHO-hM4 cells, ACh EC80, Fluo-8 calcium fluorescence. hit rate 0.73% among 360,000;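 active = inhibition above its plate's cutoff, the mean inhibition of sample wells plus 3 SD, cut at about 27% in these data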;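 note: 0% = acetylcholine EC80 with DMSO and 100% = DMSO without agonist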
Target sequence (P08173 whole entry, looked up): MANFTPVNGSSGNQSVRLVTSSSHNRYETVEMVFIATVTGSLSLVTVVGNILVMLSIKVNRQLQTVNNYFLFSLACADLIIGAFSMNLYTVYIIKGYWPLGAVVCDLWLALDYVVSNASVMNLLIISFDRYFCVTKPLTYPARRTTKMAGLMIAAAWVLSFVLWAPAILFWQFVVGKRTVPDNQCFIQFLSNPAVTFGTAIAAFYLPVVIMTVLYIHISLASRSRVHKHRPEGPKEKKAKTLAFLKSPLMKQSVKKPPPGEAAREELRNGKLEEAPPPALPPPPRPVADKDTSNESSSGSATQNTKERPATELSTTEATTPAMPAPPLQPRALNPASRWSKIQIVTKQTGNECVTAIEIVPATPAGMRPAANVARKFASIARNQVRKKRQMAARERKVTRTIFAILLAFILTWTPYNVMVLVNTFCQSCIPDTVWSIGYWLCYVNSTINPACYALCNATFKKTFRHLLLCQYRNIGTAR
M4 PAM: potentiates acetylcholine response at human M4 receptor | activation, % at 3 µM | CHO-K1 hM4/Gqi5, Fluo-8 calcium fluorescence, ACh EC20; 0% = ACh EC20, 100% = maximal ACh | P08173 | hit rate 0.4% among 360,000 | AID 624126;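 active = activation above its plate's cutoff, the mean activation of sample wells plus 3 SD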; note: some results filed as inactive read as strong as hits
CHRM5 PAM: potentiates acetylcholine response at human M5 receptor; P08912; hit rate 0.3% among 360,000; AID 624038; activation, % at 3 µM; CHO-K1 hM5, Fluo-8 calcium, ACh EC20 PAM; 0% = ACh EC20, 100% = ACh EC100;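 active = activation above the run cutoff, the mean activation of all test compounds plus 3 SD, cut at about 18% in these data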
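system = human M5 receptor in CHO-K1 cells | compound = one concentration, 3 µM final (nominal) | schedule = Post-acetylcholine fluorescence recording 140 s | signal = Fluo-8 calcium dye fluorescence, kinetic read | benchmarks = low control EC20 acetylcholine (0%), high control EC100 acetylcholine (100%) | repeats = singlicate, one well per test compound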
CHRM4 agonist: agonists of human muscarinic M4 receptor (CHRM4). P08173. activation, % at 3 µM. hit rate 0.14% among 360,000. CHO-K1 hM4/Gqi5, Fluo-8 calcium fluorescence; vehicle 0%, full acetylcholine response 100%;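 active = activation above the run mean over all test wells plus 3 SD, cut at about 32% in these data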;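 note: peak over basal fluorescence ratio per well then scaled between controls; 0% = DMSO wells and 100% = acetylcholine at EC100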
CRFR2-BP ag: agonists of human CRF-binding protein/CRF-R2 receptor complex | HEK293 CRF-R2/CRF-BP, calcium dye fluorescence (FLIPR); percent of saturating CRF peptide response | activation, % at 13.2 µM | hit rate 0.46% among 350,000;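 active = activation of at least 50%, plus an integration ratio under a set limit after plate pattern correction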;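 note: plate controls were neutral control wells without compound for no effect and CRF at EC100 for full effect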
CRFR2-BP antag: antagonists of CRF-binding protein/CRF-R2 receptor complex; HEK293 CRF-R2/CRF-BP, CRF-induced calcium fluorescence; inhibition, % at 11.8 µM; hit rate 0.59% among 350,000;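 active = inhibition of the ligand-induced calcium signal above about 50% at the single tested concentration, limit read from the data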
The depositor's hits bear a star; . = no result given.

entry	mol	CHRM5 antagonist	M5 ag	IDE inh	CHRM4 antagonist	M4 PAM
1	CC(=O)N1CCN(c2ccc(NCc3ccc(C)s3)cc2)CC1	-1	1	1	-11	-7
2	CCCC(=O)N1CCC1(C)C(=O)NCc1ccc(C(C)C)cc1 (stereo unspecified)	-6	1	.	-1	0
3	Cc1ccc2c(c1)c(C)cc[n+]2Cc1ccccc1	-8	-6	5	-7	-6
4	O=C(CN1CCOCC1)Nc1ccc(Oc2ccc(NC(=O)CN3CCOCC3)cc2)cc1	-1	0	6	2	5
5	Cc1cc(NCc2ccccn2)n2c(nc3ccccc32)c1C#N	3	1	.	-4	1
6	CCc1ccc(-n2c(O)c(C=NCCN(CC)CC)c(=O)[nH]c2=O)cc1	2	-1	.	0	11
7	Cc1ccccc1OCCN1C(=O)NC2(CCc3ccccc32)C1=O (stereo unspecified)	11	1	-2	-2	7
8	CCOc1ccc(NC(=O)CN2C(=O)CSC2=O)cc1	-8	-5	-4	2	-3
9	CCc1ccc2[nH]cc(C(=O)N3CCCCCC3)c(=O)c2c1	1	0	7	8	0
10	Cc1cccc(-c2nc(CS(=O)CC(=O)NCc3ccco3)c(C)o2)c1 (stereo unspecified)	6	-5	0	-1	1

entry	CHRM5 PAM	CHRM4 agonist	CRFR2-BP ag	CRFR2-BP antag
1	-7	2	0.1	10
2	5	0	.	.
3	3	1	4.0	-7
4	1	1	0.0	10
5	5	1	-0.3	-2
6	6	2	8.8	0
7	-1	1	-1.8	-21
8	-4	0	0.3	10
9	4	0	0.0	15
10	-4	1	-0.8	2

Next results follow:
entry	mol	CHRM5 antagonist	M5 ag	IDE inh	CHRM4 antagonist	M4 PAM
11	CC(C)(C)c1oc(C(=O)O)cc1CN1CCOCC1	-10	8	0	19	7
12	Cn1nnnc1SCC(=O)c1ccc2c(c1)OCCO2	9	-5	7	2	2
13	N#CCCNCC1(c2ccccc2)CCCC1	4	-7	0	16	4
14	CCOC(=O)c1c(C)[n+]([O-])c2ccc3c(non3O)c12	11	-1	0	3	3
15	COc1ccc(CCN2C(=S)NC3CC2(C)Oc2ccc([N+](=O)[O-])cc23)cc1OC (stereo unspecified)	13	6	4	11	-8
16	Cn1ccc2c(N3CCCCCC3)cc3c(c21)C1CCC3O1 (stereo unspecified)	3	-3	.	4	-3
17	CN(C)c1ccc(/C=C(/C(=O)c2ccc(Cl)cc2Cl)n2cncn2)cc1	12	9	141*	8	-7
18	COc1ccc(C(=O)N2CCCC(c3ccccc3)C2)cc1 (stereo unspecified)	-1	-6	8	-1	-5
19	C=CCn1c(SCC(=O)c2ccc(NS(=O)(=O)c3ccccc3)cc2)nnc1-c1cccs1	6	1	-4	0	-5
20	N=C(N)SCc1ccc(Cl)cc1Cl	0	-5	2	8	-5

entry	CHRM5 PAM	CHRM4 agonist	CRFR2-BP ag	CRFR2-BP antag
11	5	1	0.4	22
12	1	0	-0.4	2
13	2	0	-0.3	-18
14	0	0	0.6	-3
15	-14	12	1.1	-17
16	0	2	.	.
17	-3	14	71*	-122
18	-7	1	-1.6	18
19	-8	8	0.5	-10
20	-2	5	-0.1	-7

Three entries out of the list, ordered by SMILES length, largest number first:
entry	mol	CHRM5 antagonist	M5 ag	IDE inh	CHRM4 antagonist	M4 PAM
16	Cn1ccc2c(N3CCCCCC3)cc3c(c21)C1CCC3O1 (stereo unspecified)	3	-3	.	4	-3
12	Cn1nnnc1SCC(=O)c1ccc2c(c1)OCCO2	9	-5	7	2	2
13	N#CCCNCC1(c2ccccc2)CCCC1	4	-7	0	16	4

entry	CHRM5 PAM	CHRM4 agonist	CRFR2-BP ag	CRFR2-BP antag
16	0	2	.	.
12	1	0	-0.4	2
13	2	0	-0.3	-18

(continued)
entry	mol	CHRM5 antagonist	M5 ag	IDE inh	CHRM4 antagonist	M4 PAM
21	COc1nc2ccccc2nc1N1CCN(Cc2ccc3c(c2)OCO3)CC1	16	-2	.	2	-5
22	COC(=O)CCC(=O)NC1CC(C)(C)Cc2c1cnn2-c1ccccc1 (stereo unspecified)	12	2	.	-3	2
23	O=C1NC[C@H](CCCCN2C[C@H](Cc3ccc(O)cc3)N(CCc3ccc(O)cc3)C(=O)C2=O)N(CC2CCCCC2)C1=O	-16	-4	.	-23	13
24	COc1cccc(NC(=O)CSc2ncc(S(=O)(=O)c3ccccc3)c(=O)[nH]2)c1	-2	-1	-3	4	13
25	O=C(c1ccc2nccnc2c1)N1CCN(c2cccc(C(F)(F)F)c2)CC1	0	-5	0	-7	-9
26	N#CC1(NC(=O)COC(=O)Cn2[nH]c(=O)c3ccccc3c2=O)CCCCC1	-3	-4	-1	5	-5
27	CCC1(C)CC(CCNS(=O)(=O)c2ccc(C)cc2)(c2ccc(C)cc2)CCO1 (stereo unspecified)	-1	-6	-7	-9	-4
28	CC(C)(C)OC(=O)N1Cc2cc3ccccc3nc2C1CO (stereo unspecified)	2	5	1	13	-7
29	Cc1nnc(SCC(=O)N2c3ccccc3C(C)(c3ccccc3)CC2(C)C)s1 (stereo unspecified)	-2	-8	-10	-5	-2
30	CCN1CCN(c2c(Cl)cccc2NC(=O)c2ccc3nsnc3c2)CC1	-3	-11	2	3	-7

entry	CHRM5 PAM	CHRM4 agonist	CRFR2-BP ag	CRFR2-BP antag
21	-6	7	1.0	-4
22	1	1	1.6	6
23	6	2	.	.
24	9	0	-0.4	-8
25	-2	7	-1.4	-1
26	10	1	0.3	-4
27	-7	-1	3.1	-3
28	-4	4	5.6	-2
29	-3	-2	1.5	-4
30	-7	0	1.2	3

(list continues)
entry	mol	CHRM5 antagonist	M5 ag	IDE inh	CHRM4 antagonist	M4 PAM
31	Cc1ccc(OCC(=O)Nc2ccc(C)c(S(=O)(=O)N3CCCCC3)c2)c([N+](=O)[O-])n1	5	0	-7	-21	1
32	Cn1c(=O)c2c(nc(NCc3ccco3)n2C)n(C)c1=O	3	-1	-1	-4	0
33	CC(=O)c1ccc(NC(=O)Cn2c(=O)oc3ccccc32)cc1	7	-2	1	0	-3
34	N#CCOc1ccccc1CNC[C@H]1O[C@@H](n2cnc3c(=O)[nH]c(N)nc32)[C@H](O)[C@@H]1O	9	1	.	-1	-4
35	COc1ccc(S(=O)NC2CCCCC2)c(OC)c1C (stereo unspecified)	-1	-3	0	10	16
36	Cc1cc(C)n(CC(=O)N/N=C/c2ccccn2)n1	2	-1	1	12	-11
37	CN1C(=O)CSC1=S	-4	2	3	-8	-4
38	Cc1cnn(CCC(=O)NNC(=S)NCC(C)C)c1	-1	-3	0	-11	10
39	CC(C)CC(=O)NCc1ccc2[nH]c3c(c2c1)CCCC3	-1	-1	2	-2	-1
40	Nc1ccc2c(c1)-c1ccccc1S(=O)(=O)N2	-1	-3	5	-14	27

entry	CHRM5 PAM	CHRM4 agonist	CRFR2-BP ag	CRFR2-BP antag
31	-2	6	-1.4	8
32	-3	0	1.4	-8
33	1	0	0.2	-14
34	-4	1	.	.
35	7	0	-0.8	-16
36	2	0	0.2	7
37	-4	2	-0.1	15
38	2	0	0.6	-6
39	1	1	2.1	-4
40	7	1	-0.1	10

(more compounds)
entry	mol	CHRM5 antagonist	M5 ag	IDE inh	CHRM4 antagonist	M4 PAM
41	c1ccc(CCn2nnnc2CN2CCCc3ccccc32)cc1	0	-6	1	12	-8
42	COc1ccc(NC(=O)C(C)N2c3cccc4cccc(c34)S2(=O)=O)cc1OC (stereo unspecified)	12	4	2	9	4
43	COc1ccc(S(=O)(=O)N2CCOCC2)cc1NC(=O)COC(=O)C1CC1C (stereo unspecified)	12	1	2	3	-4
44	Cc1cc(C)c2[nH]c(C)c(CN3CCCCCC3)c(=O)c2c1	17	-5	3	15	-10
45	CC(=O)NNC(=O)c1[nH]c2ccc(Br)cc2c1-c1ccccc1	7	4	.	4	1
46	C=CCN(CC=C)CCOc1cccc(Oc2ccccc2)c1	3	-10	1	-9	-10
47	O=C(Nc1nc2ccccc2[nH]1)C1CCN(C(=O)c2ccc(F)cc2)CC1	-7	-6	7	-8	5
48	Cc1cc(Cl)cc(Br)c1OCCCCn1cncn1	-3	-7	0	6	-7
49	Cc1occc1C(=O)Nc1ccc2c(c1)OCO2	-2	-8	-5	-10	1
50	COC(=O)c1ccc(C(=O)OC)c(NC(=S)N2CCOCC2)c1	13	-2	2	5	0

entry	CHRM5 PAM	CHRM4 agonist	CRFR2-BP ag	CRFR2-BP antag
41	5	1	68*	-17
42	-10	7	1.4	8
43	-6	21	0.1	-2
44	-6	0	1.5	4
45	6	5	4.0	-21
46	-11	-2	0.9	1
47	1	3	-2.1	0
48	-1	2	0.8	-6
49	5	0	1.0	-4
50	-8	1	-2.8	-7

(further entries)
entry	mol	CHRM5 antagonist	M5 ag	IDE inh	CHRM4 antagonist	M4 PAM
51	O=C(Cc1cccc([N+](=O)[O-])c1)Nc1ccccc1	1	-1	.	1	-4
52	CCOc1nc2ccccc2cc1C=O	-5	-3	9	-3	0
53	CCN1C(=O)CC(N2CCN(C(c3ccccc3)c3ccccc3)CC2)C1=O (stereo unspecified)	-3	-14	-3	-2	4
54	COc1ccc(CC(=O)OCC(=O)c2c[nH]c3ccccc23)cc1	3	2	1	6	8
55	CNC(=S)N(C1=NCC(c2ccc([N+](=O)[O-])cc2)S1)c1ccccc1 (stereo unspecified)	14	-4	1	4	-9
56	COc1ccc(C(O)c2nc(-c3cnc4ccccc4c3)cs2)cc1 (stereo unspecified)	0	1	.	-16	6
57	Cc1cc(=O)[nH]c(SCC(=O)NN(c2ccccc2)c2ccccc2)n1	0	0	3	13	16
58	COc1ccc(C(C(=O)NC2CCCCC2)N(C(=O)c2snc(C(N)=O)c2N)c2ccccc2OC)cc1 (stereo unspecified)	5	-5	-1	-7	-2
59	O=C(Nc1ccc(Cl)c(S(=O)(=O)N2CCOCC2)c1)[C@@H]1CCCN1C(=O)c1cccs1	1	-3	3	12	-4
60	Cc1ccc(C(=O)OCC(=O)NCc2ccccc2)cc1S(=O)(=O)N1CCCCC1	17	2	-1	-3	-2
61	Cc1noc(C)c1S(=O)(=O)N(C)C[C@H]1Oc2c(cccc2N(C)C)C(=O)N([C@H](C)CO)C[C@@H]1C	-3	1	2	-13	12

entry	CHRM5 PAM	CHRM4 agonist	CRFR2-BP ag	CRFR2-BP antag
51	0	1	2.2	27
52	6	0	-1.1	4
53	-10	1	0.8	-4
54	4	5	0.9	8
55	-8	1	1.2	4
56	0	5	.	.
57	4	1	-2.5	14
58	-3	1	1.2	-6
59	4	2	0.4	7
60	-18	5	-1.2	-2
61	0	0	0.0	-8

Single records (already shown). Order of screens: CHRM5 antagonist | M5 ag | IDE inh | CHRM4 antagonist | M4 PAM | CHRM5 PAM | CHRM4 agonist | CRFR2-BP ag | CRFR2-BP antag
COc1cccc(NC(=O)CSc2ncc(S(=O)(=O)c3ccccc3)c(=O)[nH]2)c1 is listed with -2 | -1 | -3 | 4 | 13 | 9 | 0 | -0.4 | -8
Cc1ccc(OCC(=O)Nc2ccc(C)c(S(=O)(=O)N3CCCCC3)c2)c([N+](=O)[O-])n1 is listed with 5 | 0 | -7 | -21 | 1 | -2 | 6 | -1.4 | 8
